FBW7 act – human FBW7 E3 ligase activation, primary screen | normalized activity (activation), % at 26.1 µM | Q969H0 | AlphaScreen FBW7–phospho-cyclin E peptide binding, activator screen | 650,000 tested, 0.13% active | AID 1259310; in the data active = normalized activity above about 1.9%;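 note: purified mutant Fbw7 with reduced substrate affinity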
Target sequence (Q969H0 whole entry, looked up): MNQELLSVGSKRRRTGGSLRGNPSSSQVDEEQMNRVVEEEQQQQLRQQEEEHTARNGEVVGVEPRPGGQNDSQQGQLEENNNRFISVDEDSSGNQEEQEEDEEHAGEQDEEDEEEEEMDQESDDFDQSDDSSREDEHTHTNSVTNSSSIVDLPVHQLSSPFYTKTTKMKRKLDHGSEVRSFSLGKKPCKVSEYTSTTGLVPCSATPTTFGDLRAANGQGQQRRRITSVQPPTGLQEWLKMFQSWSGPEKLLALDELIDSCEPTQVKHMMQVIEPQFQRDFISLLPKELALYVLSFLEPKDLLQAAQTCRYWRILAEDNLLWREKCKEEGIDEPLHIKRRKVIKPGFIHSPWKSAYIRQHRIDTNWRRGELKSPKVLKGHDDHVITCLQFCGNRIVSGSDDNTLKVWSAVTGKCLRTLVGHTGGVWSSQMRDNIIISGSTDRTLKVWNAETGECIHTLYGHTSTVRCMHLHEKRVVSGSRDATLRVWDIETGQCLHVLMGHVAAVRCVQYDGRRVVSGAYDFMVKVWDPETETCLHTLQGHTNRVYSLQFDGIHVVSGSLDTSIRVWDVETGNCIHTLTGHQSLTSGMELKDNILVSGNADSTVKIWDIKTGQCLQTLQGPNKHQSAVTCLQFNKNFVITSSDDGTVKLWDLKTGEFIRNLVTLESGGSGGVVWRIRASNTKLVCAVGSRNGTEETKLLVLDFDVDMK
TEAD-YAP block – TEAD-YAP interaction inhibition | inhibition, % at 9.12 µM | 640,000 tested, 1.4% active | HEK-TIYL cells, TEAD-Gal4/YAP UAS-luciferase luminescence; in the data active = inhibition above about 32%;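 note: 0% = median of test compound wells and 100% = reference inhibitor wells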
MITF inh – human MITF inhibition, primary screen | O75030 | AlphaScreen MITF homodimerization, bead proximity signal | inhibition, % at 2.6 µM | 650,000 tested, 0.91% active; in the data active = inhibition above about 50%;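 note: 0% = vehicle wells with protein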
GPR151 activ – activates the human receptor GPR151; activation, % at 11.2 µM; PathHunter beta-arrestin GPR151 cells, luminescence; Q8TDV0; 650,000 tested, 1% active; in the data active = activation above about 4.9%;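 note: 0% = median of compound wells and 100% = cells with positive control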
Target sequence (Q8TDV0 whole entry, looked up): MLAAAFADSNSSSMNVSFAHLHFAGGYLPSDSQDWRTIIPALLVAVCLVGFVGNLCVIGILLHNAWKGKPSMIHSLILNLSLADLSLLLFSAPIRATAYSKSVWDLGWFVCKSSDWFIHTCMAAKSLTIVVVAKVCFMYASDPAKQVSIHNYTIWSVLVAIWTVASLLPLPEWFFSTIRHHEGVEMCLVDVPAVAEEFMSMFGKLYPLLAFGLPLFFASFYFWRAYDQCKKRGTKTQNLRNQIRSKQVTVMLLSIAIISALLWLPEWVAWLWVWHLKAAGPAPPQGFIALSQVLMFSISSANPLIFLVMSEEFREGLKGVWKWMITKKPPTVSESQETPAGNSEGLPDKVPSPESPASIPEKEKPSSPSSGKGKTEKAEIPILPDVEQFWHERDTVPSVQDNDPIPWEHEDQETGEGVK
Numbers without * were called inactive.

SMILES	FBW7 act	TEAD-YAP block	MITF inh	GPR151 activ
O=C(Cc1csc(N2CCOCC2)n1)N/N=C/c1ccc(O)c(O)c1O	-0.8	4	66*	0.2
CC1CCCC(C)N1CCCNC(=O)c1csc2c1CCCC2 (stereo not given)	0.8	6	9	-0.1
Cc1ccc(N2C(=O)c3cccc4c(Br)c([N+](=O)[O-])cc(c34)C2=O)c(C)c1	0.0	6	-1	1.9
COc1ccc(C2C(C(=O)Nc3ccc(OC)c(OC)c3)c3ccccc3C(=O)N2C2CCCCC2)cc1 (stereo not given)	0.0	-6	12	-1.6
COc1ccc(C2(CC(=O)N3C[C@@H](C)O[C@@H](C)C3)CC(=O)N(CCC(C)C)C2=O)cc1 (stereo not given in full)	1.5	-45	15	0.2
O=C(COc1ccccc1Cl)Nc1cccc(C(=O)Nc2ccccc2C(=O)O)c1	0.1	10	-14	-2.1
O=C(CCNS(=O)(=O)c1ccc(Cl)cc1)NCc1cccs1	0.3	6	-3	0.5
NC(=O)c1cn(-c2ccccc2)nc1-c1ccc(F)cc1	-0.1	10	18	0.2
CCC1CN(Cc2ccc(CO)o2)Cc2ccc(Cl)cc2O1 (stereo not given)	0.0	-8	-11	-0.7
CCOc1ccc(-n2c(=S)sc3c(=O)n(-c4ccc(C)cc4)c(SCC(=O)Nc4ccc(C)c(C)c4)nc32)cc1	0.0	7	5	-0.4
O=c1n(CN2CCN(Cc3ccccc3)CC2)nc2c3ccccc3ncn12	-0.1	2	15	-0.4
Cc1nc(CCNc2nncc(-c3ccc(C(F)(F)F)cc3)n2)n[nH]1	-0.2	-4	-2	0.9
COC(=O)Nc1c(Cl)nsc1S(=O)(=O)Cc1ccccc1	-0.1	14	-1	1.2
Cc1nc2c3ccccc3nc(SCC(=O)Nc3cc(C)[nH]n3)n2n1	0.1	56*	7	1.3
CCOC(=O)C1CCCN(C(=S)Nc2ccc(OCC)cc2)C1 (stereo not given)	0.7	-4	-12	-0.2
COc1ccc(S(=O)(=O)N2CCCC(c3nc(-c4cccc(OC)c4)no3)C2)cc1 (stereo not given)	0.0	9	7	2.0
COc1ccc(C2CC(=O)NC(Nc3nc(C)c4ccc(C)cc4n3)=N2)cc1 (stereo not given)	-0.1	18	-7	-0.2
CC1(C)CC(=O)N(CC(=O)N2CCCCC2)c2ccccc2S1	0.7	-5	9	5.7*
CCCCCCC1(C(=O)OCC)CC(CSC(=N)N)OC1=O (stereo not given)	-0.1	13	17	0.3
COC(=O)c1ccc(CSc2nnnn2Cc2ccccc2)cc1	-0.1	5	-7	0.3

4 compounds drawn at random from those above:
SMILES	FBW7 act	TEAD-YAP block	MITF inh	GPR151 activ
COc1ccc(C2C(C(=O)Nc3ccc(OC)c(OC)c3)c3ccccc3C(=O)N2C2CCCCC2)cc1 (stereo not given)	0.0	-6	12	-1.6
O=c1n(CN2CCN(Cc3ccccc3)CC2)nc2c3ccccc3ncn12	-0.1	2	15	-0.4
COc1ccc(S(=O)(=O)N2CCCC(c3nc(-c4cccc(OC)c4)no3)C2)cc1 (stereo not given)	0.0	9	7	2.0
Cc1ccc(N2C(=O)c3cccc4c(Br)c([N+](=O)[O-])cc(c34)C2=O)c(C)c1	0.0	6	-1	1.9

Further structures:
SMILES	FBW7 act	TEAD-YAP block	MITF inh	GPR151 activ
O=[N+]([O-])c1cccc2c(I)cccc12	-0.3	2	12	-0.6
C=CCNc1nc2c(C)cccn2c(=O)c1/C=C1\SC(=S)N(CC)C1=O	0.1	3	24	-0.4
C=CCN1C(=O)C(CC(=O)O)NC1=S (stereo not given)	0.2	7	15	0.0
CSc1nc2sc3c(c2c(=O)n1CCc1ccccc1)CCCC3	0.0	0	6	-1.6
CC(C)NC(=O)[C@H]1C[C@@H](c2cccs2)NS(=O)(=O)N1C	-0.1	-3	-11	0.3
Cc1cccc(N2CCN(C(=O)CCCCCn3c(=S)[nH]c4cc5c(cc4c3=O)OCO5)CC2)c1C	1.0	3	13	0.7
CC(C)c1c(C#N)c(N)nc(SCC(=O)c2ccccc2)c1C#N	0.2	12	-1	0.9
O=C1CCCc2occ(C(=O)N3CCC4(CC3)CC4C(=O)NCc3ccccc3)c21 (stereo not given)	0.0	6	6	1.6
Cc1nc2ccccc2c(=O)n1NC(=O)c1cc(F)c(F)cc1Cl	-0.2	4	0	-0.4
CC(C)c1nc2ccccc2c(=O)n1CC(=O)NC1CCCCC1	0.1	4	10	-0.2
CCOc1ccc(/C=C/C(=O)c2c(O)c3ccccc3oc2=O)cc1OC	0.0	-4	1	0.6
CCOc1ccccc1NC(=O)CSc1nc(C)nc2sc(C)c(C)c12	-0.2	11	9	-0.1
COc1cc(-c2nc3ccccn3c2NC(C)(C)C)ccc1O	0.0	-5	4	2.2
O=C(CSc1nc2ccccc2s1)Nc1cccc(C(=O)O)c1	0.2	-8	9	3.0
COc1ccc(NS(=O)(=O)c2cc(Br)cnc2N)cc1	0.1	9	8	-0.6
COc1ccc(OC)c(NC(=O)CC(NCc2cccnc2)C(=O)O)c1 (stereo not given)	0.0	6	19	0.8
CC(=O)Nc1nc(-c2ccc3c(c2)CCO3)cs1	-0.1	-57	5	-1.8
O=C1C(=O)N(Cc2ccco2)C(=O)N1CC(=O)N1CCc2ccccc21	0.7	-8	18	-0.3
Cc1ccc(NC(=O)/C=C/c2ccc(C)o2)c(C)c1	0.0	-26	3	-0.5
N#Cc1c(SCC(=O)c2ccc(-c3ccccc3)cc2)nc2c(c1-c1ccc(Br)cc1)CCCC2	0.0	9	0	-0.1
CNC(=S)N1CCN(c2ccc(Cl)c(Cl)c2)CC1	0.9	17	16	3.6
COc1cccc2cc(C(=O)Nc3ccc([N+](=O)[O-])cc3)c(=O)oc12	-0.1	-12	5	-0.4
CCCC(=O)Nc1ccc(Cl)c(NC(=O)C(=O)/C=C(\O)c2ccc(Cl)cc2)c1	-0.2	-7	-17	0.5
C/C(Cn1nc([N+](=O)[O-])cc1C)=N/NC(=O)c1cc(O)c(O)c(O)c1	-0.5	8	56*	0.4
CNC(=O)c1ccsc1NC(=O)c1ccccc1Br	0.0	15	-1	-0.1
Cc1ccc2c(CNCCc3ccccc3C)c(C(=O)O)n(C)c2c1	0.0	7	-9	-1.8
CCOC(=O)CN1C(=O)S/C(=C/c2cc(Cl)c(OCC)c(Cl)c2)C1=O	0.6	3	7	0.8
CCOC(=O)c1c(NC(=O)CSc2nnc(CNC(=O)c3ccc(OC)c(OC)c3)n2-c2cccc(C)c2C)sc2c1CCCC2	0.1	-2	-9	0.4
COc1ccccc1-c1ccc(N2CCN(S(=O)(=O)c3cccnc3)CC2)nn1	-0.3	-5	7	0.7
Cc1ccc(S(=O)(=O)N(CC(O)CN2C(=O)NC(C)(C)C2=O)c2cccc3ccccc23)cc1 (stereo not given)	-0.6	3	7	0.8
COc1ccc2oc(=O)c(/C(N)=N/NC(=O)c3ccc(OC)c(OC)c3)cc2c1	-0.3	0	2	0.4
CCOC(=O)C(C)(C)N(CCC(C)C)S(=O)(=O)c1ccc([N+](=O)[O-])cc1	-0.1	0	11	-0.5
COc1cccc(CC2(CCC(=O)NC3CCOC(C)(C)C3)CCC(=O)N2)c1 (stereo not given)	-0.1	1	9	1.5
Cc1c(C(=O)Nc2cccc(Cl)c2)sc2ncnc(N3CCC(C)CC3)c12	-0.2	2	-4	0.9
O=C(NCc1cccc(F)c1)c1c(O)c2cccc3c2n(c1=O)CC3	0.1	-9	-14	-1.3
Cc1ccc(OC(=O)N2CCN3C(=O)[C@H](C(C)C)NC(=O)[C@H]3C2)cc1	0.7	3	6	1.0
CCOc1ccc(C=Nc2ccc(S(=O)(=O)Nc3ccccn3)cc2)cc1OCC	0.1	7	-7	-0.4
COc1cccc(N2CC(O)=C(c3nc4ccccc4[nH]3)C2=N)c1	-0.1	37*	1	0.9
Cc1cnc(C(=O)OCC(=O)N(c2ccccc2)C(C)C)cn1	-0.1	2	0	-0.8
COCn1nc(-c2ccccc2)oc1=S	0.4	4	16	-0.2
Cc1ccc(C2=Nn3c(C)nnc3SC2)cc1	-0.2	15	-4	2.0
COc1cncc(-c2cnn3c(NCc4ccc(C)cc4C)ccnc23)c1	0.4	-17	-21	1.3
O=Cc1cccn1Cc1ccc([N+](=O)[O-])cc1	-0.1	7	10	-1.7
O=C(N/N=C/c1ccccc1O)c1ccc(Cl)cc1Cl	-0.3	-36	21	5.1*
CCN1C(=O)/C(=C/C=C2/Sc3ccccc3N2CC)SC1=Nc1ccccc1Cl	-0.1	-2	0	0.8
CCOc1ccc(-n2cc(-c3ccccc3)c3c(N4CC(C)CC(C)C4)ncnc32)cc1 (stereo not given)	-0.1	-2	1	0.2
CC(=O)Nc1ccc(CNc2ccc(F)c(F)c2)cc1	0.2	-3	4	0.5
CCN(CC)C(=O)CSc1ccc(-c2ccc(F)cc2)nn1	0.1	-18	-18	-2.8
Cc1cccc(C(=O)Nc2ccc(-c3nc4cc(C(C)C)ccc4o3)cc2)c1	-0.1	2	11	-1.5
CCOc1ccc(N2C(=O)NC(=O)/C(=C/c3ccc(OC)cc3)C2=O)cc1	-0.1	3	3	-1.0
C#CCOCC1COC(C)(c2ccccc2)O1 (stereo not given)	0.1	-5	-2	-0.1
CC(=O)Nc1ccc(NC(=O)COC(=O)c2sc3cc(Cl)ccc3c2Cl)cc1	0.1	4	3	-1.2
Cc1ccc(N2CCN(C(=O)c3nc(-c4ccncc4)no3)CC2)c(C)c1	0.3	21	12	-1.5
N=c1sccn1CC(=O)c1cccs1	0.0	-58	2	-2.5
CC1CN(C(=O)Nc2ccccc2)C2(CCCCCC2)O1 (stereo not given)	-0.2	-6	0	1.8
CN1C(=O)CC(N2CCN(c3ccc(F)cc3)CC2)C1=O (stereo not given)	0.2	2	14	-1.1
COc1ccc(CNc2ccc3ncc(-c4ccc(OC)cc4OC)n3n2)cc1	0.1	-2	-3	0.6
Cc1ccc2c(c1)N(C(=O)Nc1ccccc1)C(C)(C)CC2C (stereo not given)	0.5	-5	12	-0.4
O=c1cc(CSc2nc3ccccc3c3nc(-c4ccc([N+](=O)[O-])cc4)nn23)nc2ccc(Br)cn12	-0.1	-10	-8	-1.0
c1ccc(CN2CCC(Nc3ncnc4sccc34)CC2)cc1	-0.1	15	1	-0.9
(further entries)
SMILES	FBW7 act	TEAD-YAP block	MITF inh	GPR151 activ
CCCc1nnc(NC(=O)Cn2c3c(c(=O)n(C4CCCCC4)c2=O)CCC3)s1	0.0	2	4	0.4
COc1ccc(C)cc1N1CC(C(=O)O)CC1=O (stereo not given)	-0.1	-1	-10	0.7
N#Cc1c(N)n(CCNC(=O)c2cccc(C(F)(F)F)c2)c2nc3ccccc3nc12	0.6	4	5	-0.5
CC1=C(C(=O)OC2CCCCC2)C(c2ccc([N+](=O)[O-])cc2)C2=C(CCCC2=O)N1 (stereo not given)	0.0	3	-3	0.0
COCCn1c(=NC(=O)C2CC2)sc2cc(S(N)(=O)=O)ccc21	0.2	3	7	0.6
CCC(C)CNC(=O)CN1Cc2cc(OC)ccc2OC(CC)C1 (stereo not given)	0.6	13	13	-1.2
CC(=O)C1=C(O)C(=O)N(c2ccc(F)cc2)C1c1ccc(C)cc1 (stereo not given)	-0.1	-2	15	-0.1
CCCNC(=O)c1cc(-c2ccc(OC)cc2)nc2ccccc12	0.0	-1	7	-0.5
Cn1/c(=N\N=C/c2ccc(O)cc2)sc2ccccc21	1.9*	-22	10	1.5
O=S(=O)(NCc1nc2ccccc2[nH]1)c1ccccc1	0.0	-16	1	-0.2
COc1cc(=O)n2c(c1C(=O)N(C)Cc1ccsc1)CCN(C1CCSCC1)CC2	0.0	4	-3	0.1
CC(=O)c1c(C)[nH]c(C(=O)COC(=O)CNS(=O)(=O)c2ccccc2)c1C	0.2	5	13	1.4
CCC(C)c1ccc(OC2OC(CO)C(O)C(O)C2NC(C)=O)cc1 (stereo not given)	0.1	3	12	-1.2
CCc1ccc(N(CC(=O)NCc2ccccc2)C(=O)CCC(=O)Nc2ccccn2)cc1	0.0	8	4	0.0
COc1ccc(/C=C2\N=C(c3ccc(I)cc3)OC2=O)c(OC)c1	0.1	-3	13	-0.9
CC1CCN(S(=O)(=O)c2ccc(C(=O)Nc3sc4c(c3C(N)=O)CCN(C)C4)cc2)CC1	0.2	10	7	-1.2
O=C(CSc1ccc(F)cc1)Nc1ccccc1O	0.3	-45	-5	0.7
COC(=O)c1ccc(NC(=O)/C=C/c2ccc(C)o2)cc1	-0.1	-3	-6	-1.2
O=C(NC(=S)Nc1ccc2[nH]c(=O)[nH]c2c1)c1cncc(Br)c1	-0.1	8	2	2.1
COc1ccc(OC)c(NC(=S)NCCC(C)C)c1	0.7	-5	-3	-2.8
COCCOC(=O)C1=C(C)NC(=O)NC1c1cc2c(cc1Br)OCO2 (stereo not given)	-0.1	15	2	-0.1

Quoted from the listing:
GPR151 activ, O=C(NC(=S)Nc1ccc2[nH]c(=O)[nH]c2c1)c1cncc(Br)c1 stands at 2.1
TEAD-YAP block, COc1ccc(C)cc1N1CC(C(=O)O)CC1=O (stereo not given) stands at -1
FBW7 act, COC(=O)c1ccc(NC(=O)/C=C/c2ccc(C)o2)cc1 stands at -0.1
GPR151 activ, CC(=O)C1=C(O)C(=O)N(c2ccc(F)cc2)C1c1ccc(C)cc1 (stereo not given) stands at -0.1
GPR151 activ, CC1CCN(S(=O)(=O)c2ccc(C(=O)Nc3sc4c(c3C(N)=O)CCN(C)C4)cc2)CC1 stands at -1.2
MITF inh, COc1cc(=O)n2c(c1C(=O)N(C)Cc1ccsc1)CCN(C1CCSCC1)CC2 stands at -3
FBW7 act, CC1=C(C(=O)OC2CCCCC2)C(c2ccc([N+](=O)[O-])cc2)C2=C(CCCC2=O)N1 (stereo not given) stands at 0.0

Outcome played no part in choosing rows; overall some 3.4% were active at least once.
